aSyn rescue – qHTS of alpha-syn Inhibitors; Yeast expressing alpha-synuclein, growth rescue, BacTiter-Glo, 24 h; Potency, µM (highest dose often 46.1 µM), for inactives: at the highest dose growth rescue (activation), usual class: activators; 370,000 tested, 0.14% active; AID 652106, 2013; also: potency is read from the fitted curve at half-maximal effect; % of control where 0% means no effect; nearly all actives have a fitted effect of over 65% in size
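Readout is rescue of growth in alpha-synuclein-expressing yeast, so inhibitors of toxicity appear as activators. Growth after 24 hr at 30 deg C in galactose medium is quantified by luminescence.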
GLP1R inv ag – qHTS of GLP-1 Receptor Inverse Agonists (Inhibition Mode); HEK293 GLP-1R CRE-luciferase, luminescence, 24 h; GLP-1R form is constitutively active; Potency, µM (highest dose often 38.3 µM), for the others: at the highest dose activity change, negative = inhibition, actives largely listed as inhibitors; 410,000 tested, 1.6% active; AID 624417, 2012; also: potency is read from the fitted curve at half-maximal effect; % is scaled to controls: 0 for no effect and ±100 for the full control effect; nearly all actives have a fitted effect of over 55% in size
Target sequence (P43220 whole entry, looked up): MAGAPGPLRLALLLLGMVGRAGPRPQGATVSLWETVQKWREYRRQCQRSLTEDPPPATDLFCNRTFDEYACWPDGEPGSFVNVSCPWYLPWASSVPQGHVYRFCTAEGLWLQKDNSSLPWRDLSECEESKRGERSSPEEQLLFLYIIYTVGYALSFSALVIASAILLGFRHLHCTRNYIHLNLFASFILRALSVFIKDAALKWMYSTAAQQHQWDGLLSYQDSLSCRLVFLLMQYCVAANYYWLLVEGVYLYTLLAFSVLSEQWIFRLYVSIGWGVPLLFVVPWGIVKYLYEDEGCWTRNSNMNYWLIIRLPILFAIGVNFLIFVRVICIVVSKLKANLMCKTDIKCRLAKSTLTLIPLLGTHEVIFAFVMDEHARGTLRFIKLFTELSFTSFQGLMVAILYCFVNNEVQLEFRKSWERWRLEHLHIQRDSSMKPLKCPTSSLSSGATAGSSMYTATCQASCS
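Seeding at 200 cells/uL, 12 h culture, 24 hr compound treatment, then luciferase reagent and a luminescence read; cells are HEK293 stably expressing a constitutively active GLP-1R plus cAMP-responsive luciferase.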
PTHR1 agonist – qHTS for PTHR1 Agonists: Primary Screen; Parathyroid hormone/parathyroid hormone-related peptide receptor (Homo sapiens), Q03431; HEK293 GP2 PTHR1 cells, GloSensor cAMP luminescence, 1 h; Potency, µM (doses to about 115 µM), without a hit: top-dose activation, actives largely listed as activators; 410,000 tested, 0.075% active; also: potency is read from the fitted curve at half-maximal effect; nearly all actives have a fitted effect of over 55% in size; some results filed as inactive show a strong effect at the top dose; inactives centre near -15; many of its hits are not listed in these tables
Target sequence (Q03431 whole entry, looked up): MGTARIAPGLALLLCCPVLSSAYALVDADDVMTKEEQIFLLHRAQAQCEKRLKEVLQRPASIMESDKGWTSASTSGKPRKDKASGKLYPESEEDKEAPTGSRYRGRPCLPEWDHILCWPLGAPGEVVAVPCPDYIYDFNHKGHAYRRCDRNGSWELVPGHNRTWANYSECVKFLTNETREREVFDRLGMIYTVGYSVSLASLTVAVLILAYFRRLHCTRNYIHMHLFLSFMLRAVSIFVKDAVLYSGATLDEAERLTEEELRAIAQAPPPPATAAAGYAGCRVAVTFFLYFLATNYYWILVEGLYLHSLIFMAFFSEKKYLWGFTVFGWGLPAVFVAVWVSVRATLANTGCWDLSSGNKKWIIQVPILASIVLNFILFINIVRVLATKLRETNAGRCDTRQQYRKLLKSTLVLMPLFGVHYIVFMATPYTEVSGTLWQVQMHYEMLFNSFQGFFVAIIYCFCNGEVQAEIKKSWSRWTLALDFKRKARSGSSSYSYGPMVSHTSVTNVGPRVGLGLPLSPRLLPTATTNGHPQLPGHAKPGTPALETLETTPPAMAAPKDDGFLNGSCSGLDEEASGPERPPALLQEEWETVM
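HEK-293-derived GP2 cells expressing PTHR1 and a GloSensor cAMP reporter, 3,000/well, plated overnight, given luciferin plus IBMX (each 0.5 mM as added) for 1 h at 37 °C, then compound for 1 h at 37 °C. Luminescence was read after 15 min at room temperature.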
MmCpn inh – Inhibitors of TCP-1 ring complex (TRiC) of Methanococcus maripaludis (MmCpn): qHTS | purified Mm-Cpn ATPase, ADP Transcreener TR-FRET | Potency, µM (top dose mostly 76.9 µM), for inactives: at the highest dose activity, negative = inhibition, actives largely listed as inhibitors | AID 504842, 2011 | Chaperonin Mm-Cpn (Methanococcus maripaludis) | 330,000 tested, 0.031% active; also: potency is read from the fitted curve at half-maximal effect; % is scaled to controls: 0 for no effect and ±100 for the full control effect; nearly all actives have a fitted effect of over 80% in size
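Reaction buffer contained 30 mM Tris pH 7.4, 100 mM KCl, 5 mM MgCl2 and 1 mM DTT. Mm-CPN (25 nM final) hydrolysed 10 uM ATP over 30 min at 37°C; ADP was read by HTRF.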
GLP1R cytotox – qHTS of GLP-1 Receptor Inverse Agonists: Cytotox Screen. HEK293 cAMP-luciferase reporter cells, luminescence, 24 h. Potency, µM (titrated, usually from 38.3 µM), inactives show at the highest dose activity change, negative = inhibition, hits mostly inhibitors. 410,000 tested, 0.13% active;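 also: loss of luciferase light is scored as toxicity; potency is read from the fitted curve at half-maximal effect; % is scaled to controls: 0 for no effect and ±100 for the full control effect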
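MLSMR compounds, 24 hr on cells at 37 deg C/5% CO2; luminescence after luciferase reagent (12 min RT). Inhibition counted as the undesired cytotoxic outcome.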
FUS yeast rescue – qHTS for Suppressors of FUS Proteinopathy: Primary screen using FUS-linked yeast assay; Potency, µM (doses to about 76.6 µM), for inactives: top-dose growth rescue (activation), hits mostly activators; 390,000 tested, 0.24% active; S. cerevisiae FUS-expressing, growth rescue, OD600, 24 h;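 also: potency is read from the fitted curve at half-maximal effect; plate controls were DMSO vehicle for no effect and reference control for full effect; nearly all actives have a fitted effect of over 55% in size; some results filed as inactive show a strong effect at the top dose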
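Read-out: OD at 600 nm after 24hr at 30C, reporting rescue of FUS-induced yeast toxicity. Cells at OD 0.005 in galactose (2%) minimal medium; compounds tested in a dilution series; CP55940 titration from 92uM final as control.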
Abeta rescue – qHTS for compounds that reverse cellular toxicity of Amyloid beta (A-beta) peptide in yeast: Primary Screen; yeast expressing A-beta42, growth rescue, OD600, 48 h; response scale: 0% DMSO, 100% iron-clioquinol control; Potency, µM (doses to about 46.1 µM), without a hit: at the top dose growth rescue, most hits filed as activators; 410,000 tested, 0.063% active; AID 1347071, 2019; also: potency is read from the fitted curve at half-maximal effect; nearly all actives have a fitted effect of over 55% in size
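Yeast growth medium received pinned compounds, then yeast cells expressing toxic A-beta were added; plates incubated at 30 C for 48 hr. Growth read as absorbance at 600 nm, normalized to DMSO and equimolar FeCl3 plus clioquinol controls.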
Akt phos inh – HTS Assay for Inhibitors of Akt Phophorylation: Primary Screen. 360,000 tested, 0.32% active. Neuro2A IGF-stimulated pAkt S473 HTRF, 20 min; active compounds read low. activity change, % for hits at 50 µM; in the data active = activity change below about -80%; inconclusive = mostly about -51% to -80%; also: % is scaled to controls: 0 for no effect and ±100 for the full control effect
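Neuro2A cells in DMEM with 0.5% FBS, overnight at 37 deg C, given compound at single 50 µM final, then IGF (6 nM final) for 20 min at 37 deg C. Lysed; phospho-Akt Ser473 by HTRF after 24 h, 665/615 ratio.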
TDP43 rescue – qHTS of TDP-43 Inhibitors; AID 652104, 2013; 410,000 tested, 1.8% active; TDP-43 expressing yeast growth rescue, BacTiter-Glo, 24 h; Potency, µM (series often up to 46.1 µM), inactives show at the highest dose growth rescue (activation), actives largely listed as activators; also: potency is read from the fitted curve at half-maximal effect; % of control where 0% means no effect; nearly all actives have a fitted effect of over 50% in size
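Cell-based yeast growth screen: TDP-43 expression induced in galactose, inoculum OD600=0.02 after raffinose pregrowth to mid-log. Read-out BacTiter-Glo luminescence at 24 hr, 30 deg C; inhibition of toxicity seen as signal increase.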
The depositor's hits bear a star; i = inactive; u = inconclusive; x = not tested or not shown; [ ] = remark or other dose. Unless noted, calls follow the shape of the dose curve; as a rule, active = well fitted curve in the direction sought with a large enough effect; inconclusive = small, poorly fitted or top-dose-only effect, or another doubt; inactive = no such curve, though single readings can be large; an effect the other way counts as inactive or inconclusive.

cpd	Molecule	aSyn rescue	GLP1R inv ag	PTHR1 agonist	MmCpn inh	GLP1R cytotox	FUS yeast rescue	Abeta rescue	Akt phos inh	TDP43 rescue
1	Cc1ccc(C(=O)C2=C(O)C(=O)N(Cc3cccnc3)C2c2ccc(N(C)C)cc2)o1 (configuration not stated)	-10%	11%	i	0%	-11%	-14%	-11%	i	7%
2	CCn1c(CNC(=O)c2ccccc2F)nnc1SCC(=O)NC1CCCCC1	-6%	11%	i	5%	-6%	-17%	8%	i	-10%
3	COC(=O)c1ccc(COc2ccccc2/C=N/NS(=O)(=O)c2ccccc2)cc1	-4%	0%	i	1%	-36%	8%	-10%	i	-34%[inhibitor]
4	CCCCc1nn2c(=O)cc(COC(=O)c3ccccc3NC(=O)c3cccc(C)c3)nc2s1	x	-6%	i	x	17%	-13%	-7%	x	12%
5	CN(C)C(=O)CSC1c2ccccc2C(=O)N1c1ccccc1 (configuration not stated)	1%	-4%	i	1%	-3%	12%	11%	i	-8%
6	CSc1ncccc1C(=O)OCC(=O)NC1CCCc2ccccc21 (configuration not stated)	1%	7%	-7%	0%	-15%	x	10%	i	30%
7	CCS(=O)(=O)/N=C(\N)c1ccccc1	0%	0%	i	-2%	0%	-20%	18%	i	-11%
8	Cc1ccc2nc(N3C(=O)C(O)=C(C(=O)c4ccc(C)o4)C3c3ccco3)sc2c1 (configuration not stated)	5%	1%	-4%	u	-12%	10%	-12%	i	-16%
9	COc1ccc(NC(=S)N2CCCN(Cc3cc(C)ccc3C)C2)cc1	0%	u	-6%	2%	7%	35%	3%	i	-4%
10	Cc1ccc(S(=O)(=O)N(C)C)cc1NC(=O)c1c(-c2c(F)cccc2Cl)noc1C	-3%	12%	i	1%	u	2%	-8%	i	-13%
11	COc1ccc(NC(=O)Nc2c[nH]c(=O)[nH]c2=O)c(OC)c1	x	-5%	i	x	2%	-13%	-9%	x	8%
12	CCOC(=O)N1CCC(N2Cc3cccc(C(=O)NCC4CCN(CC(C)C)C4)c3C2=O)CC1 (configuration not stated)	-1%	30%	i	0%	1%	27%	-8%	i	25%
13	O=C(c1ccc(Cl)cc1)N(Cc1ccccc1F)N1C(=O)CCCC1=O	-1%	13%	-21%	3%	3%	-5%	-8%	i	-14%
14	O=C(O)c1ccc(-c2nc(-c3cccc(C(F)(F)F)c3)cs2)cc1	1%	7%	-22%	-7%	2%	2%	1%	i	4%
15	O=S(=O)(c1cccc(-c2nnc3n2CCCCC3)c1)N1CCOCC1	2%	-1%	-13%	1%	-6%	-3%	6%	i	20%
16	Cc1ccc(/C=C(/NC(=O)c2ccccc2)C(=O)NCCc2c[nH]c3ccccc23)o1	7%	-17%	i	-1%	-14%	u	-14%	i	2%
17	O=C(N1CCCCC1)C12CC3CC(C1)CC(C(=O)N1CCCCC1)(C3)C2	-10%	12%	i	-3%	2%	4%	-5%	i	-18%
18	Cc1nn(-c2ccccc2)c(Cl)c1C(=O)NC1CCCCC1	2%	3%[7.66 µM]	-12%	3%	0%[7.66 µM]	-6%	-10%	i	-1%[9.22 µM]
19	COc1ccc2c(c1)c1c(c(=O)n(-c3cccc(C)c3)c(=O)n1CC(=O)Nc1c(C)cc(C)cc1C)n2C	x	13%	-49%	x	-3%	10%	-14%	x	6%
20	Cc1ccc(C(=O)OCc2nnc(-c3ccccc3)o2)o1	21%	-11%	i	0%	-15%	0%	-8%	i	18µM*
21	Cc1cc(C)c(C(=O)N2CCCC(CNS(=O)(=O)c3cccs3)C2)o1 (configuration not stated)	9%	-17%	i	-2%	3%	4%	5%	i	-6%
22	COc1ccc(NC(=O)CN2C(=O)CSc3ccc(S(=O)(=O)N4CCC(C)CC4)cc32)cc1	-1%	u	-54%[inhibitor]	1%	0%	20%	2%	i	5%
23	COc1ccc(C(=O)N/C(=C/c2cccs2)C(=O)NCCCn2ccnc2)cc1OC	-1%	0%	-9%[57.5 µM]	-1%	-21%	10%	16%	i	-18%
24	CC(=O)NC1CCCc2c1cnn2-c1ccc(C(C)(C)C)cc1 (configuration not stated)	0%	u	-6%	2%	0%	30%	13%	i	-10%

Complete entries as entered above.
O=C(N1CCCCC1)C12CC3CC(C1)CC(C(=O)N1CCCCC1)(C3)C2 is listed with aSyn rescue = -10%; GLP1R inv ag = 12%; PTHR1 agonist = i; MmCpn inh = -3%; GLP1R cytotox = 2%; FUS yeast rescue = 4%; Abeta rescue = -5%; Akt phos inh = i; TDP43 rescue = -18%
CC(=O)NC1CCCc2c1cnn2-c1ccc(C(C)(C)C)cc1 (configuration not stated) is listed with aSyn rescue = 0%; GLP1R inv ag = u; PTHR1 agonist = -6%; MmCpn inh = 2%; GLP1R cytotox = 0%; FUS yeast rescue = 30%; Abeta rescue = 13%; Akt phos inh = i; TDP43 rescue = -10%

Back to the main list, repeating the four entries before the break.
cpd	Molecule	aSyn rescue	GLP1R inv ag	PTHR1 agonist	MmCpn inh	GLP1R cytotox	FUS yeast rescue	Abeta rescue	Akt phos inh	TDP43 rescue
21	Cc1cc(C)c(C(=O)N2CCCC(CNS(=O)(=O)c3cccs3)C2)o1 (configuration not stated)	9%	-17%	i	-2%	3%	4%	5%	i	-6%
22	COc1ccc(NC(=O)CN2C(=O)CSc3ccc(S(=O)(=O)N4CCC(C)CC4)cc32)cc1	-1%	u	-54%[inhibitor]	1%	0%	20%	2%	i	5%
23	COc1ccc(C(=O)N/C(=C/c2cccs2)C(=O)NCCCn2ccnc2)cc1OC	-1%	0%	-9%[57.5 µM]	-1%	-21%	10%	16%	i	-18%
24	CC(=O)NC1CCCc2c1cnn2-c1ccc(C(C)(C)C)cc1 (configuration not stated)	0%	u	-6%	2%	0%	30%	13%	i	-10%
25	COc1ccc(C(=O)COC(=O)CNC(=O)c2cccs2)cc1Br	3%	37%[activator]	i	-2%	2%	0%	-3%	i	1%
26	O=C1CSC(=S)N1c1cccnc1	24%	0%	-11%[57.5 µM]	1%	-29%	-19%	11%	i	-13%
27	NC(=O)c1ccccc1OCC(=O)NC12CC3CC(CC(C3)C1)C2	-8%	-15%	-88%[inhibitor]	2%	-10%	7%	-3%	i	8%
28	O=C1NC(=O)C(=Cc2ccc(Cl)cc2Cl)S1	-9%	u	-38%[inhibitor]	x	-5%	x	-43%[inhibitor]	i	-40%[inhibitor]
29	COc1ccc(C(=O)NCC(=O)OCC(=O)N2CC(C)OC(C)C2)cc1OC (configuration not stated)	4%	7%	2%	-1%	-3%	3%	16%	i	16%
30	CCC(C)c1ccc(S(=O)(=O)N2CCN3CCCC3C2)cc1 (configuration not stated)	-16%	u	-8%	-1%	6%	9%	7%	i	0%
31	CCOc1ccc(N2C(=O)c3cccnc3C2Nc2ccc(OC)cc2)cc1 (configuration not stated)	0%	9%	-4%	-1%	6%	u	-5%	i	-15%
32	CCc1ccc(NC2=NCC(c3ccccc3)S2)cc1 (configuration not stated)	7%	u	-1%	2%	u	7%	-4%	i	-19%
33	O=C1CCc2cc(S(=O)(=O)Nc3ccccc3Cl)ccc2N1	0%	4%	-4%	1%	-16%	-8%	-1%	i	19%
34	CCOc1cc(C(=O)NCCc2csc3nc(-c4ccccc4F)nn23)cc(OCC)c1OCC	x	20%	1%	x	-6%	10%	-2%	x	26%
35	COC(=O)C[C@@H]1C=C[C@@H](NC(=O)Nc2cccc(F)c2)[C@@H](CO)O1	-3%	11%	i	x	1%	-16%	-3%	i	0%
36	CC(C)(C)NC(=O)C(c1ccc(-c2ccccc2)cc1)N(C[C@H]1CC[C@@H]([C@@H]2CC[C@H](CO)O2)O1)C(=O)c1ccc(C(C)(C)C)cc1 (some centres not stated)	25%	u	i	1%	u	u	2%	i	u
37	CCOc1ccc(C2CC(c3ccccc3)Nc3nc(N)nn32)cc1 (configuration not stated)	-1%	8%	i	-1%	4%	15%	6%	i	0%
38	O=C(/C=C/c1ccccc1Cl)Nc1ccc(S(=O)(=O)Nc2ncccn2)cc1	2%	-13%	i	3%	2%	-17%	23%	i	25%
39	CCc1ccc(N2CC(C(=O)N/N=C/c3cc([N+](=O)[O-])ccc3O)CC2=O)cc1 (configuration not stated)	5%	u	u	3%	-13%	22%	-33%	i	-11%
40	Cc1ccc(/C=C/c2ccc(N(C)C)cc2)[n+](C)c1	2%	u	-82%[inhibitor]	-2%	u	-13%	-2%	i	7%

Screens deposited in PubChem by National Center for Advancing Translational Sciences (NCATS).

Some of the compounds tested. The share of hits here may be higher or lower than overall.
